Bioassay records: PubChem, National Center for Advancing Translational Sciences (NCATS)
Tau fluor cs: counter-screen for tau fibril formation inhibitors; Potency, µM (series often up to 57.7 µM), for inactives: top-dose activity change, negative = decrease; 0.93% of 280,000 active; tau K18 P301L Alexa594 fluorescence, heparin fibrillization; note: % is set by controls: 0 for no effect and ±100 for the full control effect; nearly all actives have a fitted effect of over 55% in size
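Human K18 P301L tau (15 uM unlabeled plus 0.24 uM Alexa 594-labeled, final) in 100 mM sodium acetate pH 7 was mixed with compound and 20 uM heparin and incubated 6 hr at 37 C.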
ALDH1A1 block: ALDH1A1 (human) enzyme inhibition. 7.3% of 220,000 active. P00352. AID 1030. Purified ALDH1A1, NADH fluorescence, propionaldehyde substrate. Potency, µM (titrated, usually from 75.3 µM), inactives show at the highest dose activity, negative = inhibition, usual class: inhibitors; active = well fitted inhibition curve with a large enough effect, not every such curve was filed as active; inconclusive = small, poorly fitted or top-dose-only effect, or another doubt; inactive = no such curve, though single readings can be large or run the other way;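 note: plate controls were no enzyme wells and a reference inhibitor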
Target sequence (P00352 whole entry, looked up): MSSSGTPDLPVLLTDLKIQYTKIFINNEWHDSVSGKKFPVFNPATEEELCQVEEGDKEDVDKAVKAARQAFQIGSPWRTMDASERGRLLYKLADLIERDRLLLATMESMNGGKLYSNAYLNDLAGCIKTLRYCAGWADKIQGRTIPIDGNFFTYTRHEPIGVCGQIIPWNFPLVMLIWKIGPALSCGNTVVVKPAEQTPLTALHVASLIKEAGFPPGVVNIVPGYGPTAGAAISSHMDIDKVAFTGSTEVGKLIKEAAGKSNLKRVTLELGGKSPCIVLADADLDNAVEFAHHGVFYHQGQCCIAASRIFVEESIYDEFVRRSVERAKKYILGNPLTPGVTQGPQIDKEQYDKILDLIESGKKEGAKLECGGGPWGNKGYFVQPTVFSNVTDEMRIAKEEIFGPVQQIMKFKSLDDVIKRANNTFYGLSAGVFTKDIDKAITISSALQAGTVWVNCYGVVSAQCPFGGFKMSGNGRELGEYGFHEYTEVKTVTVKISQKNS
Tau FP inhib: blocks human tau fibril formation measured by polarization. Potency, µM (titrated, usually from 57.7 µM), for the others: at the highest dose activity, negative = inhibition, most hits filed as inhibitors. K18 P301L tau heparin fibrillization, Alexa594 FP, 6 h. AID 1468. 0.39% of 280,000 active; note: % is set by controls: 0 for no effect and ±100 for the full control effect; nearly all actives have a fitted effect of over 55% in size
Target sequence (P10636 561-689 P618L limits assumed): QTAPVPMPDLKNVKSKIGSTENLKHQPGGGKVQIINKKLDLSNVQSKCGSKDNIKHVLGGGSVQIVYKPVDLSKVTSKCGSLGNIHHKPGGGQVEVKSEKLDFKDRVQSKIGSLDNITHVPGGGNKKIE
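K18 P301L tau (15 uM unlabeled/0.24 uM Alexa 594-labeled, final) + compound + heparin 20 uM final; 100 mM NaOAc pH 7; 6 hr 37 C; ThT 30 uM final added, 1 hr RT; FP ex 555/em 632 nm.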
HTT aggregate: mutant huntingtin aggregation inhibition | PC12 HttQ103-GFP aggregates, Acumen cytometry, 40 h | Potency, µM (titrated, usually from 46.1 µM), for inactives: at the highest dose activity change, negative = inhibition, usual class: inhibitors | 1.1% of 220,000 active; note: % is set by controls: 0 for no effect and ±100 for the full control effect; nearly all actives have a fitted effect of over 60% in size
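Using laser scanning cytometry, GFP-positive aggregates were counted after lysis of PC12 cells induced with 100 nM tebufenozide to express HTT exon 1 Q103–GFP. Compounds were tested in titration.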
SMN2 splice enh: SMN2 splice variant enhancement; HEK293 SMN2-luciferase splicing reporter, luminescence, 30-36 h; 2.8% of 210,000 active; Potency, µM (doses to about 46.1 µM), inactives show at the highest dose activity change, positive = activation, most hits filed as activators; note: % of control where 0% means no effect; nearly all actives have a fitted effect of over 55% in size
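HEK293 cells carry an SMN2 […]–luciferase reporter in which exon 7 inclusion puts luciferase in frame. Cells were plated 10-12 h before compound addition, then incubated 30-36 h at 37C. ONE-Glo luminescence was read; sodium butyrate at 4.5 mM final served as control.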
HTT cytoprotect: Huntington cell model cytoprotection by ATP luminescence. PC12 HTT-Q103 induced, cytoprotection, ATP luminescence, 40 h. 0.14% of 230,000 active. Potency, µM (doses to about 56.4 µM), for inactives: cytoprotection (ATP increase), hits mostly activators;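 note: % of control where 0% means no effect; nearly all actives have a fitted effect of over 45% in size; toxic huntingtin expression switched on by the ecdysone agonist tebufenozide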
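PC12 cells with ecdysone-inducible HTT exon 1 Q103-GFP, induced with 100 nM tebufenozide and co-treated with library compounds in a dose series (1536-well, 1500 cells/well). Cytoprotection read as ATP content by ATPlite luminescence.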
Tau ThT inhib: inhibitors of human tau fibril formation, thioflavin T binding. recombinant tau K18 P301L (four-repeat tau fragment), heparin-induced fibrillization, ThT fluorescence. Potency, µM (series often up to 57.4 µM), inactives show top-dose activity, negative = inhibition, actives largely listed as inhibitors. P10636. 2.1% of 270,000 active; note: % is set by controls: 0 for no effect and ±100 for the full control effect; nearly all actives have a fitted effect of over 55% in size
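Heparin-induced (20 uM) aggregation of recombinant human K18 P301L tau, 15 uM unlabeled with 0.24 uM labeled, pH 7 acetate buffer, 6 hr at 37 C with compound. Fibrils quantified by 30 uM ThT fluorescence after 1 hr ambient incubation.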
KDM4E inh: inhibitors of human JMJD2E histone demethylase; Potency, µM (highest dose often 57.1 µM), for inactives: top-dose activity change, negative = inhibition, usual class: inhibitors; JMJD2E catalytic domain, FDH-coupled NADH fluorescence (FDH is formaldehyde dehydrogenase); 1.6% of 230,000 active; AID 2147; active = well fitted inhibition curve with a large enough effect, not every such curve was filed as active; inconclusive = small, poorly fitted or top-dose-only effect, or another doubt; inactive = no such curve, though single readings can be large or run the other way;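 note: 0% = wells with enzyme and -100% = buffer wells without enzyme; nearly all actives have a fitted effect of over 50% in size; many of its hits are not listed in these tables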
Target sequence (B2RXH2 1-337 limits assumed): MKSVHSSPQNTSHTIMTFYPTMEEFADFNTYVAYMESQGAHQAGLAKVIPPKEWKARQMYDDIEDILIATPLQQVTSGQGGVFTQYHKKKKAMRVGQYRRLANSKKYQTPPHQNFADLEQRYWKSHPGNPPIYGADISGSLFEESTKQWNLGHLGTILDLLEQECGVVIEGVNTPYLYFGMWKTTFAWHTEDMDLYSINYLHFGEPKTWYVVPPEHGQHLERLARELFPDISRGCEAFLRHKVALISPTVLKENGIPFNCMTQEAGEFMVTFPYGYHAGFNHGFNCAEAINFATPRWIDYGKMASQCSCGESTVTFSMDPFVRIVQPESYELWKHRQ
Active calls of the source: *; ? = inconclusive; . = not tested or not shown; [ ] = another dose, or the depositor's remark. Unless noted, calls come from the whole dose curve; as a rule, active = well fitted curve in the direction sought with a large enough effect; inconclusive = small, poorly fitted or top-dose-only effect, or another doubt; inactive = no such curve, though single readings can be large; an effect the other way counts as inactive or inconclusive. Potency is the fitted concentration of half-maximal effect. A portion of the library (hit frequency here may not be typical).

Values run as follows: Tau fluor cs, ALDH1A1 block, Tau FP inhib, HTT aggregate, SMN2 splice enh, HTT cytoprotect, Tau ThT inhib, KDM4E inh
Cc1ccc2c(ccn3cc4c(c(=O)n(C)c(=O)n4C)c23)c1
 : 1%, 4%, 8%, 13%[9.22 µM], -6%, 28%[10 µM], 0%, -5%
Cc1cc(=O)[nH]c(SCc2nc3ccc([N+](=O)[O-])cc3[nH]2)n1
 : -9%, ?, 4%, 5%, -1%, 11%[10 µM], -20%, 5%
CN(C)c1ccc(/C=C(\C#N)C(=O)Nc2nc3c(s2)CCN(Cc2ccccc2)C3)cc1
 : -27%, ?, 2%, -18%[9.22 µM], -18%, 0%, 6%, 1%
CCOP(=O)(c1ccccc1)C1(C#N)CC1 (stereo unspecified)
 : 0%, 9%, -3%, 13%, ., -25%, 1%, 5%
Oc1ccc(Cl)cc1-c1cc(-c2ccco2)[nH]n1
 : ?, ?, ?, ?, 3%, 1%, 13%, -27%
CC(=O)C(Sc1nn(C)c(=S)s1)C(=O)Nc1ccccc1 (stereo unspecified)
 : -10%, 4.5µM*, ?, -18%, -18%, -10%[0.074 µM], ?, ?
Cc1ccc(NC(=O)CSc2nnc3ccccn23)cc1
 : 2%, -1%, 2%, 1%, ?, -40%, -7%, ?
NC(=O)C1CCN(C(=O)c2ccc(C(F)(F)F)cc2)CC1
 : 6%, 8%, 2%, 13%[9.22 µM], -10%, -6%[10 µM], -5%, -3%
CCOc1ccccc1NC(=O)C1CCCN(S(=O)(=O)c2ccc(OC)c(C)c2)C1 (stereo unspecified)
 : -16%, 0%, -7%, -6%, -2%, -6%, -7%, ?
O=C(O)/C=C/C(=O)NC1CCCCC1
 : 1%, 2%, -6%, 3.5µM*, 1%, -58%[inhibitor][10 µM], 6%, -2%
CCN(CC)CCNS(=O)(=O)c1ccc(/C=C/C(=O)O)cc1
 : 1%, 5%, 3%, 14%, 15%, 13%[10 µM], 0%, 5%
COC(=O)C1=C(C)NC(=O)NC1C1CC=CCC1 (stereo unspecified)
 : -3%, ?, 0%, 12%, 0%, -8%, -6%, 9%
COCCn1c(-c2ccc(Br)cc2)nc2oc3cc(OC)ccc3c(=O)c2c1=O
 : -12%, ., 7%, -2%[9.22 µM], ., 11%[10 µM], -17%, -7%
Nc1c(C(=O)c2cccs2)oc2ccccc12
 : -25%, -2%, 7%, 13%, ?, -19%[10 µM], ?, 1%
CCN(CC)CCCN=C(N)N
 : -8%, ., 0%, 5%[9.22 µM], ., 8%[10 µM], -6%, 6%
CCC(C)NC(=O)Cn1c(=O)n(CCCCCC(=O)NCc2ccccc2Cl)c(=O)c2sccc21 (stereo unspecified)
 : -9%, ., 3%, ., 2%, ., 5%, .
COc1ccccc1NC(=S)N(c1ccccc1)C(C)C
 : -7%, -7%, -14%, 19%, 0%, -3%, -3%, 4%
COc1ccc(NC(=O)CSc2nc(N)c(-c3ccccc3)c(=O)[nH]2)cc1
 : 2%, ?, -2%, 3%, -29%, -11%, 1%, ?
Cc1cc(C)n2c(SCC(=O)N(C)C3CCS(=O)(=O)C3)nnc2n1 (stereo unspecified)
 : -2%, -3%, 10%, 19%, 8%, 0%, -6%, ?
N#C/C(=C\c1ccc(OCc2ccc(C(=O)O)cc2)cc1)C(=O)N1CCOCC1
 : -15%, -2%, -3%, 15%, 1.6µM*, -3%[10 µM], ?, -18%
Nc1cc(-c2ccc(Cl)cc2)nn1S(=O)(=O)c1ccc(Cl)cc1
 : ?, 3%, ?, -7%, -26%, -27%, 2%, -5%
CCCC(c1c(C)n(C)n(-c2ccccc2)c1=O)c1c(C)n(C)n(-c2ccccc2)c1=O
 : -5%, 8%, -8%, 9%, -13%, 3%, -16%, 6%
CCCN(CCO)Cc1cccc(Oc2ccccc2)c1
 : 4%, -10%, -4%, -11%, ., 6%, -7%, 0%
COc1cc(/C=N/NC(=O)c2cc(-c3c(C)nn(-c4ccccc4)c3C)n[nH]2)ccc1O
 : ?, ?, -2%, -4%, ., ?, ?, -14%
COc1ccc(Oc2nc3ccccc3nc2C(F)(F)F)cc1
 : -6%, -1%, -6%, 2%, -19%, -25%, 5%, 5%
COc1cc(NC(=O)c2ccnn2C)c(OC)cc1Cl
 : 2%, -1%, -8%, ?, 14%, -31%, -3%, 5%
O=C(Nc1cccc2ccccc12)OC1C=CS(=O)(=O)C1 (stereo unspecified)
 : -2%, 3%, 3%, -10%, 13%, -9%[10 µM], -10%, -13%
COc1ccc(Cl)cc1Nc1nc(NCCO)nc(N2CCCC2)n1
 : -9%, -6%, -9%, 15%, 28%, -22%[10 µM], -13%, -3%
CCOC(=O)N/N=C/c1ccc(F)cc1F
 : -6%, 6%, ?, 23%, 14%, 2%[10 µM], -6%, -1%
CC(C)CC(NC(=O)C1CCC(C)CC1)C(=O)NCc1ccccn1 (stereo unspecified)
 : -6%, 3%, -7%, 7%[9.22 µM], -28%, -7%, -9%, 2%
CC(NC(=O)CC(c1ccccc1)c1cc(Cl)ccc1O)c1ccccc1 (stereo unspecified)
 : ?, 5%, -8%, -13%, 1%, ., -6%, 0%
CCOC(=O)c1c(C)c(C(=O)NCCCOC(C)C)c(C)n1C
 : 0%, -4%, 4%, -6%, 5%, 3%[10 µM], -6%, -5%
S=c1[nH]nc(C2(c3ccccc3)CCCC2)o1
 : -5%, ., -2%, -19%[9.22 µM], ., 2%[10 µM], -11%, -4%
O=C(COC(=O)c1ccc(Cl)c(S(=O)(=O)N2CCCC2)c1)NCc1cccs1
 : -23%, -11%, 5%, -6%, -7%, -22%, -14%, 6%
Cc1cc(C)cc(NC(=O)c2nnn(Cc3cccc(Br)c3)c2N)c1
 : -17%, ., -16%, ., -16%, ., -3%, .
CCCCCCSc1nc(N)c2c3c(sc2n1)CCCC3C (stereo unspecified)
 : -29%, ., -7%, ., -7%, ., -22%, .
COc1ccc(OC)c(S(=O)(=O)N2CCCCC2C(=O)O)c1 (stereo unspecified)
 : -11%, -6%, 2%, -1%, 13%, 18%, -5%, -2%
CNC(=S)N(Cc1ccc(OC)cc1)Cc1cc2ccc(C)cc2[nH]c1=O
 : 3%[2.34 µM], -8%, -4%[2.34 µM], -2%[9.22 µM], ., 10%[10 µM], -4%, 6%
COc1cccc(CC2(CO)CCN(Cc3cnc(N4CCOCC4)s3)CC2)c1
 : 2%, 1%, 5%, -12%[9.22 µM], ., -5%[10 µM], -2%, -16%
CC1=C(C(=O)OCc2ccccc2)C(c2ccco2)n2ncnc2N1 (stereo unspecified)
 : 4%, -3%, 1%, -20%, -45%[inhibitor], -1%[10 µM], -7%, -4%
Cc1ccccc1S(=O)(=O)Cc1ccc(C(=O)NCCc2ccccc2)o1
 : -17%, ., 2%, ., -15%, ., -5%, .
O=C(c1ccccc1)N1CCN(C2C3CC4CC(C3)CC2C4)CC1 (stereo unspecified)
 : -12%, -1%, 3%, 0%, -5%, 4%, -16%, 8%
COc1cccc(C(=O)NNC2=C(C(=O)C(F)(F)F)CCC2)c1
 : -7%, ., 4%, -9%[9.22 µM], ., -6%[10 µM], ?, ?
CCCCN1c2ccccc2N(CCCO)c2cc(C)nnc21
 : -2%, ?, -6%, 3%, 13%, -62%[inhibitor], -4%, -19%
COC(=O)c1c(NC(=O)c2ccc(Br)s2)sc2c1CCC2
 : -12%, -11%, -9%, -1%, 1%, 4%, -14%, -9%
Cc1cccc(C)c1NC(=O)c1cn(-c2ccccc2)nc1-c1ccccc1
 : 1%, 11%, -1%, 5%, -12%, -1%[10 µM], 3%, 6%
CCCn1c(=N)n(CC(=O)c2cccs2)c2ccccc21
 : 5%, ?, -10%, -4%, -2%, -1%[10 µM], -2%, 5%
CCCn1c(/C=N/Nc2nc3ccccc3[nH]2)nc2ccccc21
 : ?, -3%, ?, 16µM*, -29%, -9%[10 µM], ?, ?
Cc1ccc(N(CC(=O)NC2CCCC2)C(=O)CCCC(=O)Nc2ccccn2)cc1C
 : -9%, 7%, 0%, -2%, 15%, -2%[10 µM], -13%, 9%
COc1ccc(S(=O)(=O)Nc2nc3ccccc3s2)cc1OC
 : -7%, -4%, -3%, 9%, 24%, -14%, -11%, 0%

More records follow.
Values run as follows: Tau fluor cs, ALDH1A1 block, Tau FP inhib, HTT aggregate, SMN2 splice enh, HTT cytoprotect, Tau ThT inhib, KDM4E inh
COC(=O)c1c(O)ccc(Oc2ccccc2)c1C(=O)OC
 : -7%, 13%, -10%, 23%, 3%, -4%[10 µM], 0%, ?
O=C1CC(N2CCN(CCc3ccccn3)CC2)C(=O)N1c1ccc(Cl)cc1 (stereo unspecified)
 : -3%, -6%, -2%, -1%, 4%, 8%, -3%, -1%
Cc1nnc(NC(=O)CSc2nc3ccccc3o2)s1
 : -3%, 5%, -2%, 12%, 1%, 38%[10 µM], ?, 2%
Cc1nnsc1Sc1ccccc1C(=O)O
 : -5%, 14%, -13%, -11%[9.22 µM], 5%, 3%[10 µM], 0%, -15%
O=C1NC(=O)/C(=C\c2ccc(O)cc2O)S1
 : -28%, -15%, -6%, -8%, 6%, -19%[10 µM], ?, 16µM*
CCCCn1c(=O)c(F)cn(Cc2ccc(OC)c([N+](=O)[O-])c2)c1=O
 : 2%, ?, -1%, -23%, 7%, -3%[10 µM], 5%, 1%
CC1CCCCC1NC(=O)Cn1[nH]c(=O)c2ccccc2c1=O (stereo unspecified)
 : -3%, ?, 0%, -16%, -7%, -13%[10 µM], -7%, -4%
COc1ccc(Oc2nc(-c3cccnc3)nc3ccccc23)cc1
 : -16%, ., -10%, -6%[9.22 µM], ., 9%[10 µM], -13%, -25%
O=Cc1cnc(N2CCCCC2)s1
 : 2%, 3.5µM*, 10%, 19%, 9%, -48%[inhibitor], 1%, 2%
COc1cc(-c2nnc(SCc3c(F)cccc3Cl)o2)cc(OC)c1OC
 : -9%, 4.5µM*, 9%, ?, 4%, 1%, -15%, -3%
O=C1c2ccccc2C(=O)c2c(Nc3ccc(CCO)cc3)ccc(O)c21
 : 1.8µM*[quencher], -7%, ?, 17%[9.22 µM], ., 10%[10 µM], 2.8µM*, -26%
CC(C)CC(=O)N/N=C/c1c(N)n(C)c(=O)n(C)c1=O
 : -8%, ., -7%, 28%[9.22 µM], ., 26%[10 µM], -5%, -3%
